# High-throughput results from PubChem BioAssay.
# CHRM1 agonist – human M1 muscarinic receptor agonism | activation, % at 3 µM | P11229 | AID 588814 | hit rate 0.33% among 360,000 | CHO-K1 hM1, Fluo-8 calcium fluorescence, agonist mode; 0% DMSO, 100% acetylcholine EC100;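 active = activation above the run's mean compound activation plus 3 SD, cut at about 16% in these data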;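 also: peak over basal fluorescence ratio within a 140 s kinetic read after compound addition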
# CHO parental Ca – signal in parental CHO cells, OX1R antagonist counter-screen. parental CHO-K1, ATP-induced calcium, Fluo-8 fluorescence. inhibition, % at 5.6 µM. hit rate 0.63% among 330,000. AID 463079;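 active = inhibition above that plate's mean sample inhibition plus 3 SD, cut at about 26% in these data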;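 also: 0% = ATP-challenged DMSO wells and 100% = DMSO wells without ATP; some compounds past the cut are filed as inactive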
#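 Assay system – parental CHO cells · Reagent – ATP stimulus · Detection – intracellular calcium via Fluo-8 no-wash fluorescent dye · Evaluation – percent inhibition of ATP-evoked calcium rise, normalized to controls · Controls – ATP wells versus no-ATP DMSO wells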
# TAAR1 antag – antagonists of human TAAR1 | AID 624466 | hit rate 1.5% among 360,000 | Q96RJ0 | inhibition, % at 3 µM | CHO RD-HGA16 TAAR1, Fluo-8 calcium fluorescence, antagonist;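 active = inhibition above a per-plate cutoff, the mean inhibition of test compounds on that plate plus 3 SD, cut at about 49% in these data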;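 also: 0% = DMSO plus EC80 beta-PEA response and 100% = DMSO alone without agonist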
# Target sequence (Q96RJ0 whole entry, looked up): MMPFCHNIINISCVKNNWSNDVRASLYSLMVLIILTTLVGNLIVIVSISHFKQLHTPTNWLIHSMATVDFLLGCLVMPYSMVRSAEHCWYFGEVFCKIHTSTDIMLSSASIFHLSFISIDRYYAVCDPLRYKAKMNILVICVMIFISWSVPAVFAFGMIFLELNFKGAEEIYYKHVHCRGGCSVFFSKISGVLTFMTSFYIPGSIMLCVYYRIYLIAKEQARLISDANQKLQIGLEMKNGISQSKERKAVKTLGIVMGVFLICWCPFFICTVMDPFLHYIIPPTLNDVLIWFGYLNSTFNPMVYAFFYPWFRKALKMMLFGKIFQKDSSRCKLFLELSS
#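 Assay system: RD-HGA16 CHO cells with stable hTAAR1 and Gα16 / Reagent: EC80 β-phenethylamine stimulus / Doses: 3 µM, single point / Timing: dye loading 75 min at 37 °C, then 30 min room temperature / Measured by: Fluo-8 intracellular calcium dye fluorescence, real-time kinetic reads / Controls: vehicle wells and EC80 agonist wells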
# V1R ag counter – V1a receptor agonism, counter-screen for OXTR agonists; hit rate 0.25% among 320,000; CHO-V1R cells, Fluo-8 calcium fluorescence, agonist mode; 0% DMSO, 100% 3 nM vasopressin; activation, % at 3 µM; AID 2797;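 active = activation above the mean activation of all tested compounds plus 3 SD, per screening run, cut at about 20% in these data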;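 also: signal is peak over basal fluorescence ratio across a 100 second FLIPR read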
# TAAR1 ag – human TAAR1 agonism | CHO RD-HGA16 TAAR1, Fluo-8 calcium fluorescence; vehicle wells 0%, saturating PEA agonist 100% | activation, % at 3 µM | hit rate 0.99% among 360,000;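 active = activation above the mean activation of all test compounds in the run plus 3 SD, cut at about 38% in these data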
#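 Signal – calcium-sensitive Fluo-8 signal, excitation 470-495, emission 515-575 nm · System – RD-HGA16 (CHO) cells co-expressing Gα16 and hTAAR1 · Incubation – 17-24 h seeding, 75 min 37 °C dye, 30 min RT · Compound dosing – 3 µM single concentration · Repeats – no replicates (n 1)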
# CHO-K1 Ca antag – M1 antagonist counterscreen hit in parental CHO-K1 cells; ATP-induced calcium, Fluo-8 fluorescence; hit rate 0.6% among 360,000; AID 602250; inhibition, % at 3 µM;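 active = inhibition above a per-plate cutoff, the plate's mean sample inhibition plus 3 SD, cut at about 24% in these data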;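 also: 0% = DMSO plus EC80 ATP and 100% = DMSO alone without ATP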
# CHO-K1 Ca ag – M1 agonist counterscreen hit in parental CHO-K1 cells. hit rate 0.48% among 360,000. activation, % at 3 µM. Fluo-8 calcium fluorescence; scaled to maximal ATP response, vehicle zero; in the data active = activation above about 15%;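 also: untransfected CHO-K1 host cells lacking M1 receptor as counterscreen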
# CHO-K1 Ca PAM – counter-screen for M1 PAMs: effect in parental CHO-K1 cells; ATP EC20, Fluo-8 calcium fluorescence; 0% at ATP EC20, 100% at ATP max; activation, % at 3 µM; hit rate 0.02% among 360,000;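 active = activation above the run cutoff, the mean activation of all test compounds plus 3 SD, cut at about 40% in these data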;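 also: peak over basal fluorescence ratio in a 140 s read after ATP addition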
# OXTR potentiator – potentiators of human oxytocin receptor | P30559 | CHO-OTR cells, Fluo-8 calcium fluorescence, potentiator mode; 0% = oxytocin EC15, 100% = EC100 | activation, % at 3 µM | hit rate 0.061% among 320,000 | AID 2445;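 active = activation above that plate's cutoff, the mean activation of tested compounds plus 3 SD, cut at about 6.6% in these data, passing the limit was not always enough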;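 also: 100% uses oxytocin at 75 nM as the full agonist control; some results filed as inactive read as strong as hits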
# Target sequence (P30559 whole entry, looked up): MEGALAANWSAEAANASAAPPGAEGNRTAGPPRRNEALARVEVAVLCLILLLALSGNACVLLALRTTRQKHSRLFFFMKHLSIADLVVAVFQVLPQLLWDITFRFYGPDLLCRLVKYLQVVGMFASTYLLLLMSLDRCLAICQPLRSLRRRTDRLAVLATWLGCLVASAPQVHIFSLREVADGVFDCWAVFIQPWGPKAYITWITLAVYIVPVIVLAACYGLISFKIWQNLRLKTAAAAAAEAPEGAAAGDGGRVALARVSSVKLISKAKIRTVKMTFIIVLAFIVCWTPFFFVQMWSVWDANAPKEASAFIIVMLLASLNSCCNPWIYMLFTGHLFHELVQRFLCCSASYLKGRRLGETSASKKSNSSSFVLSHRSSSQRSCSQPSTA
#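 System: human OTR in CHO cells / Also added: sub-maximal oxytocin, roughly EC15 / Control set: EC15 oxytocin low, 75 nM oxytocin high / Schedule: 6 min compound pre-incubation at room temperature, 100 s kinetic read / Compound: single-point 3.0 µM / Replication: singlicate / Technique: Fluo-8 calcium dye fluorescence / Read-out basis: % activation of max/min ratio relative to oxytocin controls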
# Starred values were filed as active, the others as inactive; . = no result given.
# The opening two records as a preview:
# Below each SMILES – OXTR potentiator	CHO-K1 Ca ag	CHO-K1 Ca antag	CHO parental Ca	CHRM1 agonist	CHO-K1 Ca PAM	TAAR1 antag	TAAR1 ag	V1R ag counter
> COc1cc(/C=N/NC(=O)/C(=C/c2ccccc2)CCO)ccc1O
    -7	1.1	1	-1	-4	13	-10	0	2.1
> COC(=O)C1=C(C)NC(=O)C1(NS(=O)(=O)c1ccc(NC(C)=O)cc1)C(F)(F)F (stereo unspecified)
    1	0.1	-13	1	-2	2	3	2	-0.6

# All compounds of this part, from the first entry:
# Below each SMILES – OXTR potentiator	CHO-K1 Ca ag	CHO-K1 Ca antag	CHO parental Ca	CHRM1 agonist	CHO-K1 Ca PAM	TAAR1 antag	TAAR1 ag	V1R ag counter
> COc1cc(/C=N/NC(=O)/C(=C/c2ccccc2)CCO)ccc1O
    -7	1.1	1	-1	-4	13	-10	0	2.1
> COC(=O)C1=C(C)NC(=O)C1(NS(=O)(=O)c1ccc(NC(C)=O)cc1)C(F)(F)F (stereo unspecified)
    1	0.1	-13	1	-2	2	3	2	-0.6
> COc1cc(NS(=O)(=O)c2ccc(NC(=S)NC(=O)CC(C)C)cc2)nc(OC)n1
    0	0.4	-4	-9	-6	24	-10	0	0.4
> NC(=O)c1ccc(-c2ccc(N3C(c4ccsc4)=Cc4ccc(F)cc4C3CC(=O)c3ccco3)cc2)cc1 (stereo unspecified)
    .	0.9	-16	.	.	12	-12	6	.
> CC(C)(C)c1ccc(OCCC(=O)OCC(=O)Nc2cccnc2Cl)cc1
    -5	1.6	13	-3	0	-16	-25	5	1.6
> O=C(Nc1nccs1)c1nc[nH]c1C(=O)N1CCN(c2ccccc2)CC1
    4	0.1	-7	-12	-3	2	-6	10	0.9
> COC(=O)C1=C(O)/C(=C/c2ccc(OCC(=O)Nc3ccccc3)cc2)N=C1C
    -8	1.6	-1	-9	-3	-1	2	5	0.3
> CCOC(=O)NC1(C(F)(F)F)C(=O)NC(C)=C1C#N (stereo unspecified)
    0	0.1	-1	-4	-3	8	-4	4	0.0
> CCCCOC(=O)c1nnc(-c2ccccc2)o1
    -2	1.8	-8	0	-3	22	-40	3	0.5
> CCOC(=O)c1c(O)c(O)c(C(=O)OCC)n1-c1ccccc1
    -7	-0.1	5	-13	-3	-17	-10	-1	0.1
> C=CCn1c(SCC(=O)Nc2cc(OC)c(NC(=O)c3ccco3)cc2OC)nnc1-c1ccncc1
    -6	0.6	-15	-24	-5	24	-19	5	-0.6
> Cn1c(SCC(=O)NNC(=O)Cc2ccccc2)nnc1-c1ccc(Cl)cc1
    -6	-0.1	24	-4	-7	-4	-8	12	-0.6
> O=C(CNCc1ccc(F)cc1)Nc1ccc(C(=O)N2CCCCC2)cc1
    -1	1.9	-13	-24	-1	3	-20	11	3.8
> COC(=O)c1cn(CC(=O)NCc2ccco2)c2ccccc12
    -15	-0.3	-8	-14	-4	0	-21	3	1.0
> CCOC(=O)C1CCN(S(=O)(=O)NC[C@H]2O[C@@H](n3cnc4c(N)ncnc43)[C@H](O)[C@@H]2O)C1 (stereo partly specified)
    .	0.1	2	-7	0	-12	-3	1	.
> CSc1nnc(-c2cccc(NC(=O)c3ccccc3)c2)n1C
    -2	2.2	-9	-6	-3	11	-4	0	-0.4
> CCS(=O)(=O)c1nc(S(=O)(=O)c2ccc(C)cc2)c(N2CCC(O)CC2)s1
    -7	0.6	-9	-5	0	3	-15	5	1.5
> CN(Cc1cnccn1)C(=O)c1cc(COc2cccc(C(F)(F)F)c2)on1
    .	4.6	-4	.	0	13	-2	1	.
> CCOC(=O)/C(=C/Nc1ccccc1)[N+](=O)[O-]
    -3	0.0	-5	-12	1	13	-1	18	4.4
> COc1ccc(Nc2ccc([N+](=O)[O-])c3nonc23)c(OC)c1
    -2	2.0	-14	-17	-3	16	-1	-4	1.7
> O=C(O)C1CC=CCC1C(=O)Nc1cccc(F)c1 (stereo unspecified)
    -6	0.5	-26	-1	3	27	-7	6	0.7
> C#CC(C)OC(=O)Nc1cnccc1C(F)(F)F (stereo unspecified)
    -1	4.5	-2	-3	-3	12	-4	0	1.2
> C#CCOCCOCCOCCNc1nc(N2CCN(C(=O)[C@H](C(C)C)n3cc(CCO)nn3)CC2)nc(N2CCN(C(=O)[C@H](C(C)C)n3cc(CCO)nn3)CC2)n1
    3	1.0	-13	-4	-3	20	8	7	0.3
> O=C(CCNC(=O)OCc1ccccc1)NC1CCCCC1
    1	2.9	-11	-3	-6	25	-4	2	-0.3
> COc1cccc(-c2cc(C(F)(F)F)nc(-n3cncn3)n2)c1
    6	0.7	-11	-13	-4	1	1	4	-0.8
> Cc1cccc(C)c1-n1nnnc1SCSc1nnnn1-c1c(C)cccc1C
    -5	0.1	-18	-10	-3	-1	15	5	0.0
> C=CCn1nc(C(=O)OCC)cc1-c1sc(NC(=O)c2ccccc2)nc1C
    .	1.4	-13	.	-5	12	-29	0	.
> CN1CCN(S(=O)(=O)c2ccccc2)CC1
    -15	0.5	3	3	-8	5	-14	2	1.0
> Cc1cccc(C)c1NC(=O)COC(=O)CNC(=O)C1CCCCC1
    1	0.4	-20	1	-3	6	-12	0	0.8
> O=C(NCCc1ccccc1)C1CC(=O)N(C2CCCCC2)C1 (stereo unspecified)
    -3	1.0	-5	-9	-2	-1	0	7	1.0
> Cc1nc(NC(=O)C2CC2)sc1C(=O)Nc1cccc(Cl)c1
    .	7.3	-3	.	-4	16	12	11	.
> COC(=O)N/N=C/c1ccccc1OCc1ccccc1
    2	0.7	-3	-5	-8	21	14	-1	-0.8
> O=C(COc1ccccc1Cl)NCCCNC(=O)c1cccnc1
    -13	0.2	-7	-4	-4	9	-16	12	2.8
> O=C(Nc1nc(-c2ccc(Cl)cc2Cl)cs1)c1ccc(OCC2CCCO2)cc1 (stereo unspecified)
    -6	0.6	3	-14	-9	13	5	0	2.1
> COc1ccc(S(=O)(=O)N(CC(=O)NCc2ccco2)c2ccc(C)cc2)cc1OC
    -9	0.5	-8	-2	2	10	-6	-2	-1.0
> CCc1ccccc1NC(=O)CN(C)Cc1nc(N)nc(Nc2ccccc2C)n1
    -8	0.6	-6	-17	-1	16	7	11	0.0
> O=S(=O)(c1cccc(-c2csc(N/N=C/c3ccco3)n2)c1)N1CCOCC1
    0	5.4	3	-1	1	-9	60*	12	0.6
> COCCNC(=O)c1cccc(OC2CCN(Cc3ccc(F)cc3OC)CC2)c1
    2	0.3	6	-12	-8	7	1	-1	-0.3
> COc1ccc(CCN=C(N)NS(=O)(=O)c2cc(F)ccc2F)cc1
    -11	0.4	1	-4	-2	-11	-11	-1	0.1
> Cc1cc(CNC(=O)COc2c(F)c(F)cc(F)c2F)c2ccccc2n1
    -14	1.2	-8	-5	-4	6	12	3	4.7
> Cc1c(C(=O)NCCC2=CCCCC2)oc2ccc(S(=O)(=O)N3CCOCC3)cc12
    -12	6.0	10	5	3	11	60*	40*	4.4
> CC(=O)N1c2ccc(S(=O)(=O)NCC3CCC(C(=O)Nc4ncccc4C)CC3)cc2CC1C (stereo unspecified)
    0	0.9	-11	-17	-1	4	-5	0	-0.1
> O=C(N1CCOCC1)N1c2ccccc2CC(N2CCOCC2)c2ccccc21 (stereo unspecified)
    -10	-0.1	-11	-12	-1	13	-3	6	-0.9
> Cc1cc(C)n(-c2ccc(C(=O)OCC(=O)Nc3ccc([N+](=O)[O-])cc3)cc2)n1
    -18	1.7	7	13	-4	-10	-6	3	11
> CC(=O)Nc1sc2c(c1CN1CCN(C)CC1)CCCC2
    -8	0.2	-4	-9	-6	12	1	5	0.0
> [O-]C1=N/[N+](=C/c2ccccc2Cl)CC1
    -2	-0.4	3	-7	-2	4	-14	1	0.4
> COc1ccc(OC)c(S(=O)(=O)NC(=O)C2(C)CCN2C(=O)C2(c3ccc(Cl)cc3)CC2)c1 (stereo unspecified)
    .	0.2	-7	.	-1	-4	-20	3	.
> CCCn1c(N)c(Br)c(=O)[nH]c1=O
    -3	0.1	-9	2	0	15	2	1	2.4
> Cn1cc(C(=O)NC2CCCCCCC2)c(=O)c2cc(S(=O)(=O)N3CCCC3)ccc21
    -1	-0.1	-2	-6	-3	1	-10	2	-0.4
> C[C@@H]1CN(Cc2nc(Cc3ccccc3F)no2)C[C@H](C)O1
    -20	-0.5	10	0	-8	2	5	5	0.0
> O=C(Nc1ccc(Cl)cc1)c1nc[nH]c1C(=O)NCCN(CCNC(=O)c1[nH]cnc1C(=O)Nc1ccc(Cl)cc1)CCNC(=O)c1[nH]cnc1C(=O)Nc1ccc(Cl)cc1
    -10	0.4	-24	2	-3	12	.	.	0.3
> COC(=O)C1=C(C)N(c2ccc(OC)c(OC)c2)C(=O)C1
    -1	0.7	-8	-16	-6	18	0	8	0.7
> c1ccc(CNc2c(C3CCNCC3)nc3scc(-c4ccccc4)n23)cc1
    .	0.1	-11	.	-4	9	-21	2	.
> Cc1nc(S/C(C(=O)O)=C2/C(=O)Nc3ccccc32)n[nH]1
    1	0.9	-8	-2	-1	20	-9	4	0.8
> CN1C(=O)c2oc3ccccc3c(=O)c2C1c1ccccn1 (stereo unspecified)
    -9	4.8	-2	-2	-4	20	5	8	0.2
> N#CC(C(=O)NCCc1ccccc1)c1nc2ccccc2nc1N1CCCCC1 (stereo unspecified)
    -1	-0.1	16	-14	-1	-3	-14	20	6.2
> O=C(Cn1cnc2ccccc2c1=O)c1ccc2ccccc2c1
    -10	1.1	-2	-6	-5	13	19	25	1.4
> COc1cc(OC)nc(NC(=O)NS(=O)(=O)c2ccccc2Cl)n1
    4	0.3	-8	-6	-3	20	-39	2	0.6
> C=CCn1c(SCC(=O)c2ccc(CNC(C)=O)o2)nc2ccccc2c1=O
    -2	0.4	-5	-21	-4	16	2	4	-0.3
> CC1(C)NS(=O)(=O)Oc2ccccc21
    -4	0.1	-11	-5	-3	7	0	0	-0.1
> CN(C)c1ccc(CN(C(=O)c2cccs2)C2CCS(=O)(=O)C2)cc1 (stereo unspecified)
    -6	1.5	-15	0	1	11	-18	0	1.0
> NC(=O)C1(N2CCCCC2)CCN(C(=O)c2ccc(-n3cnnn3)cc2)CC1
    -9	0.3	-10	-1	-2	17	2	2	-0.1
> Cc1c(OCc2nn[nH]n2)ccc2c3c(c(=O)oc12)CCC(C)C3 (stereo unspecified)
    6	-0.7	-8	-8	-2	17	-3	10	-0.9
